TEAD-YAP block = TEAD-YAP interaction inhibition, primary screen, TEAD-YAP interaction inhibitor project, luminescence, HEK-TIYL cells. TEAD-Gal4/YAP UAS-luciferase luminescence. hit rate 1.4% among 640,000. inhibition, % at 9.12 µM. AID 1259422, 2018; in the data active means inhibition above about 32%;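 further: 0% = median of test compound wells and 100% = reference inhibitor wells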
FBW7 act = FBW7 E3 ligase activators, primary screen, biochemical, AlphaScreen, human; F-box/WD repeat-containing protein 7 (Homo sapiens), Q969H0; AlphaScreen FBW7–phospho-cyclin E peptide binding, activator screen; normalized activity (activation), % at 26.1 µM; hit rate 0.13% among 650,000; AID 1259310, 2017; in the data active means normalized activity above about 1.9%;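 further: purified mutant Fbw7 with reduced substrate affinity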
Target sequence (Q969H0 whole entry, looked up): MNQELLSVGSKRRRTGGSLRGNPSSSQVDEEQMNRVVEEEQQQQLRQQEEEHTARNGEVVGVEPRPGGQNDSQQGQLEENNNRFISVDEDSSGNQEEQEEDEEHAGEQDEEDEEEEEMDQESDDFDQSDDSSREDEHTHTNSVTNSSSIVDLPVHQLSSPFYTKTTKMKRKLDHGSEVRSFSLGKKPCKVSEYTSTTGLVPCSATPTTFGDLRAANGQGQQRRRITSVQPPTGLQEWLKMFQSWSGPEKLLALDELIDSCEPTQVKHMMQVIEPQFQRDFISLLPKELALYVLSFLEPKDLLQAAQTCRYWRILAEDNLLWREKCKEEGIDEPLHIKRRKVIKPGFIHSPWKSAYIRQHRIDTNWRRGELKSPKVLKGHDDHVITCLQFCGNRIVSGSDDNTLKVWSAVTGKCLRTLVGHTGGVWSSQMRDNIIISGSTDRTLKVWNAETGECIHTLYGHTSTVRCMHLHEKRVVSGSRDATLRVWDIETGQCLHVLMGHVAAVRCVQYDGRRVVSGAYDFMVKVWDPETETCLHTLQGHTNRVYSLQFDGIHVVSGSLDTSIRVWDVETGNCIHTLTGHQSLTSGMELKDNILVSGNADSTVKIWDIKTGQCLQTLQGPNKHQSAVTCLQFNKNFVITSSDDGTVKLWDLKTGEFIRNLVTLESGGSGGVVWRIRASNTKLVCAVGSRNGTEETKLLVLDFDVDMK
GPR151 activ = activators of human GPR151, primary screen, cell-based, PathHunter beta-arrestin, luminescence; PathHunter beta-arrestin GPR151 cells; activation, % at 11.2 µM; hit rate 1% among 650,000; G-protein coupled receptor 151 (Homo sapiens), Q8TDV0; in the data active means activation above about 4.9%;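 further: 0% = median of compound wells and 100% = cells with positive control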
Target sequence (Q8TDV0 whole entry, looked up): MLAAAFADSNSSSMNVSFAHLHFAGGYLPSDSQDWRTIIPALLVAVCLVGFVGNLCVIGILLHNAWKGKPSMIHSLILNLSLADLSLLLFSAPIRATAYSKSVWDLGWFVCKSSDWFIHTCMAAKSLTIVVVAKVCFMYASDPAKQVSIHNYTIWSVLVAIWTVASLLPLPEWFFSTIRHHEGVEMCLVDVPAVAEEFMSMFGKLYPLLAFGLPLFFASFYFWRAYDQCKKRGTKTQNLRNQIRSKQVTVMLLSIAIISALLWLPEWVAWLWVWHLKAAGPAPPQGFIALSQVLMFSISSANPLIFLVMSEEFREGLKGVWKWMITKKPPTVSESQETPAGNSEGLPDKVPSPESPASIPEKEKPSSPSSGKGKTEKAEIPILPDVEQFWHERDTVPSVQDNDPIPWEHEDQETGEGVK
MITF inh = MITF inhibitors, primary screen, biochemical, AlphaScreen, human. inhibition, % at 2.6 µM. Microphthalmia-associated transcription factor (Homo sapiens), O75030. hit rate 0.91% among 650,000. AlphaScreen MITF homodimerization, bead proximity signal; in the data active means inhibition above about 50%;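 further: 0% = vehicle wells with protein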
* marks the source's active call; other numbers are inactive results.

Start of the data: the first 2 compounds, to show the layout:
Below each SMILES – TEAD-YAP block	FBW7 act	GPR151 activ	MITF inh
> CC/C(=N\NS(=O)(=O)c1ccccc1)c1ccc(OC)c(OC)c1
→ -8.7	0.1	-0.5	1.6
> CCCCN(C)S(=O)(=O)c1ccc(C(=O)Nc2ccccc2-c2nc3ccccc3s2)cc1
→ 3.2	0.1	-2.1	15.5

The listing, from the start:
Below each SMILES – TEAD-YAP block	FBW7 act	GPR151 activ	MITF inh
> CC/C(=N\NS(=O)(=O)c1ccccc1)c1ccc(OC)c(OC)c1
→ -8.7	0.1	-0.5	1.6
> CCCCN(C)S(=O)(=O)c1ccc(C(=O)Nc2ccccc2-c2nc3ccccc3s2)cc1
→ 3.2	0.1	-2.1	15.5
> CCOc1ccc(CCNC(=O)C(C)N2Cc3ccccc3C2=O)cc1 (stereo not drawn)
→ -4.3	-0.1	0.1	-1.6
> CCOc1ccc(NC(=O)C(CC(=O)O)C(C)c2ccccc2)cc1 (stereo not drawn)
→ 16.2	0.0	0.1	3.8
> COc1cccc(NC2(c3nnnn3-c3ccccc3C)CCCC2)c1
→ -7.0	0.3	-0.6	21.2
> CCSc1nc2c(c(=O)[nH]1)C1(CCCC1)Cc1ccccc1-2
→ 3.0	0.1	0.8	6.2
> Cc1cccc(NC(=O)c2c(O)c3cccc4c3n(c2=O)CC4)c1
→ -4.8	0.5	-0.9	9.3
> CC1(C)C2CC=C(/C=N/NC(=O)c3ccccc3Br)C1C2 (stereo not drawn)
→ -5.8	-0.1	-0.1	-5.1
> C=C(C)Cn1c(SCC(=O)OCC)nc2c(c1=O)C1(CCCCC1)Cc1ccccc1-2
→ 7.0	0.0	-1.5	-12.6
> COc1ccc(OC)c(NC(=O)NNC(=O)c2csc(C)c2C)c1
→ 10.4	-0.1	2.1	2.2
> O=C(COc1ccc(-c2ccccc2)cc1)Nc1ccc(S(=O)(=O)Nc2ncccn2)cc1
→ -1.1	-0.3	-1.7	-2.5
> CC(C)C[C@@H]1NC(=O)[C@@H]2C[C@H](NCc3ccc4ncccc4c3)CN2C1=O
→ 10.5	0.1	0.5	12.2
> Cc1nn(Cc2ccccc2)c(C)c1C(=O)N1CCC2(CC1)NC(=O)c1ccccc1N2
→ 5.0	-0.2	-0.8	-8.9
> O=C(NC1(C(F)(F)F)NC(=O)N(c2ccc(F)cc2)C1=O)c1ccccc1 (stereo not drawn)
→ 6.6	0.2	0.3	6.7
> COc1ccc(C2C=C(C)Nc3nncn32)cc1 (stereo not drawn)
→ -11.9	1.0	0.7	18.5
> O=C1C2C3C=CC(C3)C2C(=O)N1c1n[nH]c(CCc2ccccc2)n1 (stereo not drawn)
→ -1.0	-0.1	0.3	-2.3
> O=C(NCc1n[nH]c(=S)n1-c1ccc(Cl)c(Cl)c1)c1ccccc1
→ 6.3	-0.1	0.9	15.9
> CN(CC(=O)Nc1ccc(F)c(F)c1F)C(=O)COc1ccccc1C#N
→ -2.1	-0.2	0.0	2.2
> O=C(NCc1ccc2c(c1)OCO2)c1ccc(N2CCC(NCc3cccnc3)CC2)cc1
→ 3.3	-0.1	1.7	-0.8
> CC1(C)NC(=O)N(CC(=O)OCC(=O)Nc2ccccc2C(=O)c2ccccc2)C1=O
→ 3.6	-0.2	-0.6	-1.4

Just GPR151 activ, for some of the entries so far:
Molecule,GPR151 activ
COc1cccc(NC2(c3nnnn3-c3ccccc3C)CCCC2)c1,-0.6
CCSc1nc2c(c(=O)[nH]1)C1(CCCC1)Cc1ccccc1-2,0.8
Cc1cccc(NC(=O)c2c(O)c3cccc4c3n(c2=O)CC4)c1,-0.9
CC1(C)C2CC=C(/C=N/NC(=O)c3ccccc3Br)C1C2 (stereo not drawn),-0.1

Going on with the list.
Below each SMILES – TEAD-YAP block	FBW7 act	GPR151 activ	MITF inh
> CCCNC(=O)OCC12COC3c4ccccc4OC(C)(CC1C)C3C2C (stereo not drawn)
→ -18.3	0.1	-0.4	9.0
> Cc1ccc(C2CC(c3cccs3)=NN2C(=O)CSc2nnc(CNC(=O)c3cccs3)n2-c2cccc(C)c2)cc1 (stereo not drawn)
→ -8.8	0.1	-1.7	7.3
> CNC(=O)C(=O)Nc1c(O)c2ccccc2[nH]c1=O
→ -2.0	-0.2	1.1	5.2
> COc1ccc(N2CCN(C(=O)[C@H](C)N3C(=O)C4CC=CCC4C3=O)CC2)cc1 (stereo partly drawn)
→ -5.0	0.3	-1.4	12.2
> CC1CCCC(N=c2c([N+](=O)[O-])nn(-c3cccc(Cl)c3)n2O)C1C (stereo not drawn)
→ 3.0	-0.1	-1.5	32.2
> Cc1ccc(N2CC(=O)N(NC(=O)Nc3ccc(Cl)c(Cl)c3)CC2=O)cc1
→ 4.5	0.0	1.2	7.9
> CC(C)=CCN1CCN(Cc2cccc3cccnc23)CC1CCO (stereo not drawn)
→ 2.2	-0.1	4.0	6.0
> CCCC(=O)Nc1cc(OC)c(NC(=O)c2cccnc2)cc1OC
→ -12.5	0.1	-0.4	-15.8
> Cc1nc(N2CCc3ccccc3C2)c2c3c(sc2n1)CCCC3
→ 5.7	0.0	0.1	10.3
> COc1cc(OC)c(NC(=O)c2sc3ncn(CC(=O)N4CC(C)CC(C)C4)c(=O)c3c2C)cc1Cl (stereo not drawn)
→ 0.2	-0.1	-0.5	-0.2
> COc1cc(C(=O)Nc2cc(C(=O)NCCC3=CCCCC3)ccc2N2CC3CC(C2)c2cccc(=O)n2C3)cc(OC)c1OC (stereo not drawn)
→ -2.0	0.1	0.2	10.0
> COc1cc(CN2CCOCC2)ccc1OCc1ccccc1
→ -13.6	-0.1	-0.2	-4.8
> O=C1CCCN1CCCNc1nc(NC2CCC(O)CC2)nc2c1ncn2Cc1ccc(C(F)(F)F)cc1 (stereo not drawn)
→ -10.5	0.1	-1.6	10.0
> Cc1nc2c(C)cccn2c1C(=O)N1CCN(c2cccc(C(F)(F)F)c2)CC1
→ 26.9	0.2	-1.3	15.8
> c1ccc2[nH]c(C3CCN(CC4OCCO4)CC3)nc2c1
→ 4.5	0.3	0.4	14.8
> Cc1ccc(-c2cncc(-c3cc(N4CCN(c5ccccn5)CC4)nc(C)n3)c2)cc1
→ 0.4	0.1	-0.8	-9.8
> Cc1ccc(C)c(Cn2c(C(=O)O)c(CNCCCOC(C)C)c3ccccc32)c1
→ 4.2	-0.1	-2.1	18.0
> Cc1cc(C)cc(NC(=S)N(CCCN2CCCCC2)Cc2cccs2)c1
→ 5.6	-0.2	1.4	-2.2
> CC(C)n1cnc2c(NCCOc3ccccc3)nc(Nc3ccc(C(F)(F)F)cc3)nc21
→ 1.9	0.0	0.4	-5.3
> CC(C)=CC(=O)Nc1ccc(S(=O)(=O)Nc2onc(C)c2C)cc1
→ 4.4	-0.1	-1.1	12.5
> CCOC(=O)C1CCN(c2c(N3CCN(C(=O)OCC)CC3)c(=O)c2=O)CC1
→ -0.7	0.0	3.2	-0.1
> COCCn1c(C)cc(C2=NNC(=Nc3cccc(C)c3)SC2)c1C
→ 25.0	0.2	1.4	12.7
> COc1ccc(S(=O)(=O)CCC(=O)Nc2cccc(Cl)c2)cc1
→ -1.9	-0.1	3.8	-12.9
> O=C(O)c1ccc2c(c1)C(=O)N(c1ccccc1-c1ccccc1)C2=O
→ -8.7	-0.2	-0.3	3.0
> CCOC(=O)c1ccc(NC(=O)COc2ccccc2[N+](=O)[O-])cc1
→ 4.3	0.0	2.1	11.1
> Cc1ccc(C(=O)N2CCN(c3ccc(F)cc3)CC2)cc1S(=O)(=O)N1CCCCC1
→ 30.6	-0.2	0.5	8.1
> CCCCOc1ccc(C2=N/C(=C\c3cccc(I)c3)C(=O)O2)cc1
→ -5.0	0.0	2.2	-1.5
> O=C1NC2(CCCc3ccccc32)C(=O)N1CN1CCN(c2ccccn2)CC1 (stereo not drawn)
→ 5.2	0.2	-0.7	11.6
> CCOC(=O)c1ccc(CN(Cc2ccc(F)cc2)S(=O)(=O)c2cccc(Cl)c2)cc1
→ 2.0	0.0	0.0	-5.3
> O=C(O)/C=C\C(=O)Nc1cccc(-c2cn3ccccc3n2)c1
→ -52.2	0.1	-2.9	1.8
> CCOc1cc(/C=C2/C(=N)N3N=C(C)SC3=NC2=O)cc(Cl)c1OCCOc1ccccc1Cl
→ -7.4	-0.1	-0.2	9.1
> CCOC(=O)CSc1cc(C)nc(NC(C)=O)n1
→ 4.2	-0.1	2.2	13.8
> Cc1ccc(N2CCN(C(=O)c3ccncc3)CC2C)cc1 (stereo not drawn)
→ -4.5	0.1	-1.5	-16.8
> O=C(O)COc1ccc(-c2nc3sc4c(c3c(=O)[nH]2)CCCC4)cc1
→ 0.1	0.1	-0.4	-6.0
> COc1ccc(S(=O)(=O)NCCOc2ccccc2)c(OC)c1
→ 0.0	-0.2	0.3	-0.6
> Cn1c(=O)n(CCCOc2ccc(Br)cc2)c2ccccc21
→ 0.8	-0.1	-0.2	-11.4
> Cc1ccc(S(=O)(=O)N2CCOCC2)cc1C(=O)OCC(=O)c1ccccc1
→ 3.7	-0.2	-1.0	-3.6
> CC1CC(C)CN(S(=O)(=O)c2ccc(C(=O)Nc3sc4c(c3C(N)=O)CCCCC4)cc2)C1 (stereo not drawn)
→ 5.2	0.0	-1.3	71.4*
> O=C(Nc1ccc(NC(=O)c2ccncc2)cc1)c1ccccc1
→ 6.7	0.2	0.2	7.3
> CCOc1ccc2[nH]c(=O)c(C(c3nnnn3CCOC)N3CCCCC3)cc2c1 (stereo not drawn)
→ 8.5	1.3	0.9	20.7
> COCCCn1c(=O)c2sccc2n2c(CCCC(=O)Nc3ccc(F)cc3)nnc12
→ 1.7	-0.2	0.0	-7.7
> CCc1ccc(S(=O)(=O)N2CCSC2c2ccc3c4c(cccc24)CC3)cc1 (stereo not drawn)
→ 1.2	0.3	1.1	-0.7
> CCCC(=O)Nc1c(C)nn(C(=O)CCC)c1C
→ -5.9	0.0	0.6	11.8
> CCc1ccc(NC(=S)N(CCCN2CCCCCC2)Cc2cccs2)cc1
→ 0.8	0.0	-2.1	-7.4
> Cc1ccccc1C(=O)NCc1nc(-c2ccc(Cl)cc2)no1
→ -1.9	0.2	6.7*	15.8
> Clc1ccc(-c2noc(-c3cccs3)n2)cc1
→ -49.6	0.4	0.2	-2.9
> COC(=O)Cc1ccc(N(Cc2ccccc2F)S(=O)(=O)c2cc(Cl)ccc2Cl)cc1
→ 2.7	-0.1	-0.3	-8.6
> CC(=O)c1cccc(NC(=O)Nc2ccccc2)c1
→ -24.7	0.1	-1.4	0.3
> CCCCNC(=O)C1CCN(S(=O)(=O)N(CC(C)C)CC(C)C)CC1
→ 5.4	0.1	-1.0	-1.2
> CCOC(=O)CC(=O)CSc1n[nH]c(=O)[nH]c1=O
→ 0.0	0.8	-1.2	6.6
> O=C(Nc1cccc(Br)c1)c1ccc([N+](=O)[O-])s1
→ 10.1	-0.2	0.9	-4.1
> CCCc1ccc(OCc2nc(-c3ccc(NC(=O)c4ccc(Br)o4)cc3)no2)cc1
→ -3.6	0.0	-0.1	-4.7
> CN(C)Cc1nnnn1CCn1nnnc1CN(C)C
→ -2.9	0.0	1.1	-4.0
> COc1ccc(OC)c(/C=C2/C(=N)N3N=C(C(C)C)SC3=NC2=O)c1
→ 0.1	0.4	-1.4	10.6
> NC(=O)C1CCN(C(=O)c2ccc3c(c2)nc(SCc2ccc(Cl)cc2)n2c4ccccc4nc32)CC1
→ 5.1	0.0	-0.1	-6.1
> O=C(/C(Cl)=C/Nc1ccc(Br)cn1)C(F)(F)F
→ -3.9	0.9	2.4	20.2
> O=C(CCN1CCOCC1)NCC1COc2ccccc2O1 (stereo not drawn)
→ 7.0	0.5	-0.5	8.4
> O=C(COC(=O)c1ccc([N+](=O)[O-])s1)NC(c1ccccc1)c1ccccc1
→ 7.2	-0.1	1.3	2.9
> CCOC(=O)CNS(=O)(=O)c1cc(-c2nnc(Nc3ccc(O)cc3)c3ccccc23)ccc1C
→ -3.1	0.0	-2.0	-0.2
> NC(=O)c1cc(NC(=O)/C=C\C(=O)O)ccc1N1CCCCC1
→ 2.2	0.1	-0.5	-4.5

The results go on:
Below each SMILES – TEAD-YAP block	FBW7 act	GPR151 activ	MITF inh
> CCN1CCc2c(sc(NC(=S)NC(=O)/C=C/c3ccccc3)c2C(N)=O)C1
→ -2.5	-0.3	-0.1	10.5
> O=C(Nc1ccc(Nc2ccccc2)cc1)C1CC1
→ -9.7	0.5	-0.2	8.2
> COc1ccccc1/C=N/Nc1cc(-n2nc(C)cc2C)ncn1
→ 13.7	0.3	2.3	12.0
> O=C(Nc1ccccc1)c1sc2nc(-c3ccccc3)cc(C(F)(F)F)c2c1O
→ 6.8	0.0	0.9	22.6
> CCOC(=O)c1c(NC(=O)CSc2nnc(CNC(=O)Cc3ccc(OC)cc3)n2-c2cc(C)ccc2C)sc2c1CCC2
→ 0.5	0.4	0.8	-2.0
> CCCN(CCC)Cc1c(C(=O)N/N=C/c2ccc(C)o2)nnn1-c1nonc1N
→ 4.6	0.3	0.8	24.1
> O=C(Oc1ccc(C2NC(=O)c3c(sc4c3CCCC4)N2)cc1)c1ccccc1 (stereo not drawn)
→ 4.2	0.0	0.1	-1.3
> O=c1c(NC2CCN(Cc3ccccc3)CC2)c(-c2ccccc2)c1=O
→ -3.6	-0.1	2.8	-6.8
> O=C(CN1C(=O)CCC1=O)Nc1nc(-c2cc(Cl)ccc2Cl)cs1
→ 14.0	-0.1	-1.3	-8.0
